# Source: PubChem (National Center for Advancing Translational Sciences (NCATS))
# Vif-APOBEC3F blk – blocks the Vif interaction with APOBEC3F; HeLa A3F-eYFP + Vif (tagged APOBEC3F with the HIV-1 protein that degrades it), YFP fluorescence increase; Potency, µM (doses to about 46.1 µM), without a hit: at the highest dose activity, negative = active; 390,000 tested, 0.2% active; note: % of control where 0% means no effect; nearly all actives have a fitted effect of over 65% in size
#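 HeLa cells stably expressing Vif plus C-terminally eYFP-tagged A3F were seeded, incubated overnight at 37 deg C, dosed with compound, incubated overnight again at 37 deg C. Yellow fluorescence (Ex 488/Em 500-530) reported blocked Vif-mediated A3F-eYFP degradation.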
# RXFP1 ag – activates the human relaxin receptor RXFP1; HEK293T-RXFP1 cAMP TR-FRET, 30 min; response scale: percent of porcine relaxin response, buffer zero; Potency, µM (doses to about 57.5 µM), for the others: top-dose activation, hits mostly activators; AID 2676; 370,000 tested, 0.3% active; note: % is set by controls: 0 for no effect and ±100 for the full control effect; nearly all actives have a fitted effect of over 60% in size; many of its hits are not listed in these tables
#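 HEK293 cells stably expressing RXFP1, treated 30 min at 37C with compounds plus PDE4 inhibitor Ro 20174; cAMP measured by HTRF TR-FRET. Normalized to buffer and 29 nM porcine relaxin; EC50 by Hill fit.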
# rTrxR1 inhibitor – blocks rat thioredoxin reductase 1; O89049; recombinant rTrxR1, NADPH fluorescence consumption, selenite substrate; Potency, µM (series often up to 114 µM), inactives show at the top dose activity change, negative = inhibition, hits mostly inhibitors; 390,000 tested, 1% active; AID 588453; note: % is set by controls: 0 for no effect and ±100 for the full control effect; nearly all actives have a fitted effect of over 65% in size
#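 Rat TrxR1 (90 nM in the dispensed reagent) was pre-reduced with 400 uM NADPH for 5 min at room temperature, then incubated with compound for 15 min. After 400 uM selenite was added, NADPH fluorescence (Ex 340/Em 450 nm) was followed for 8 min.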
# RGS4 inhibitor – human RGS4 inhibition; P49798; Transcreener GDP fluorescence polarization, RGS4-accelerated GTP hydrolysis; Potency, µM (series often up to 114 µM), for inactives: at the top dose activity change, negative = inhibition, usual class: inhibitors; 390,000 tested, 0.039% active; note: % is set by controls: 0 for no effect and ±100 for the full control effect; nearly all actives have a fitted effect of over 75% in size; some results filed as inactive show a strong effect at the top dose
#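 MLSMR compounds (23 nl, pin-transferred) preincubated 10 min at room temperature with a 500nM (2x) first reagent, then RGS4 at 900nM (2x) plus Transcreener GDP mix added; fluorescence polarization (620/688 nm) read before and after 90 min at 30 °C.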
# 12-LOX inh – ALOX12 (human) lipoxygenase inhibition | purified 12hLO, xylenol orange hydroperoxide absorbance | Potency, µM (doses to about 108 µM), inactives show top-dose activity change, negative = inhibition, hits mostly inhibitors | 580,000 tested, 1.1% active | AID 1671190; note: % is set by controls: 0 for no effect and ±100 for the full control effect
# Target sequence (P18054 whole entry, looked up): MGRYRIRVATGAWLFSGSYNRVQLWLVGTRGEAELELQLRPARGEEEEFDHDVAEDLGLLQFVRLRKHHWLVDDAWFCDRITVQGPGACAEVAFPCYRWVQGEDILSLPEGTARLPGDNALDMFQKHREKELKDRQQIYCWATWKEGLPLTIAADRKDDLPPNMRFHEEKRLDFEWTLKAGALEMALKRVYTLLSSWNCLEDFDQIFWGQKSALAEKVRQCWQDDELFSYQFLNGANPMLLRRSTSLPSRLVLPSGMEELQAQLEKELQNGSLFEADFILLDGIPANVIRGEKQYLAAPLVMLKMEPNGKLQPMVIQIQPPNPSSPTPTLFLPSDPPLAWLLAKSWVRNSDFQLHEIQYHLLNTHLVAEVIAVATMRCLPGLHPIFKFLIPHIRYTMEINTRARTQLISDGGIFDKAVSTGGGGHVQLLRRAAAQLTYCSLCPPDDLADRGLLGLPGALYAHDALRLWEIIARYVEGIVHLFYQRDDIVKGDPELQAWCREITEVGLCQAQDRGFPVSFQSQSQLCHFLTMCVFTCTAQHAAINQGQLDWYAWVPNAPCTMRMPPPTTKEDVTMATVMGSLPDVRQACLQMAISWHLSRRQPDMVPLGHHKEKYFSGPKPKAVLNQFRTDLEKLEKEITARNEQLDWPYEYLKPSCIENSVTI
#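 Purified human 12hLO at 150 nM in 25 mM Hepes, 0.01% Triton X-100, pH 7.0, preincubated 15 min at room temperature with compound. Reaction started with 40 uM arachidonic acid, 30 min at room temperature. Hydroperoxide measured by Fe-xylenol orange, 573/405 nm absorbance ratio.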
# USP1 inh – blocks the human USP1/UAF1 deubiquitinase complex. 390,000 tested, 0.23% active. Potency, µM (doses to about 57.1 µM), without a hit: top-dose activity change, negative = inhibition, usual class: inhibitors. recombinant USP1/UAF1, Ub-Rhodamine cleavage fluorescence. O94782; note: % is set by controls: 0 for no effect and ±100 for the full control effect; nearly all actives have a fitted effect of over 60% in size; inactives centre near -12
#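 High-throughput fluorogenic screen: 1nM USP1/UAF1 complex, Ub-Rho substrate 150nM final, 50mM HEPES pH 7.8 with 0.5mM EDTA, 0.1 mg/ml BSA, 1mM TCEP and 0.01% Tween-20.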
# TrxR1 substrate – is turned over as a substrate by rat TrxR1 | O89049 | purified TrxR1 substrate turnover, NADPH consumption readout | Potency, µM (titrated, usually from 114 µM), for inactives: at the top dose activity change, negative = substrate turnover | 390,000 tested, 0.01% active; note: % is set by controls: 0 for no effect and ±100 for the full control effect; nearly all actives have a fitted effect of over 50% in size
#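 Rat TrxR1, dispensed at 90 nM, was prereduced with 400 uM NADPH (final) for 5 min at ~22 deg C, then incubated with compound 15 min before 400 uM selenite. A first-read NADPH fluorescence drop versus no-compound background flagged substrates.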
# IDH1 R132H inh – blocks human mutant IDH1 R132H enzyme. O75874. IDH1-R132H enzyme, NADPH consumption, diaphorase/resazurin fluorescence. Potency, µM (doses to about 76.6 µM), for inactives: at the highest dose activity change, negative = inhibition, most hits filed as inhibitors. 390,000 tested, 0.093% active. AID 602179; note: % is set by controls: 0 for no effect and ±100 for the full control effect; nearly all actives have a fitted effect of over 65% in size
#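 IDH1-R132H (0.5 ug/mL) preincubated 30 min with compound, then NADPH (0.016 mM) and alpha-KG (2 mM) added; 80 min at RT, pH 7.5. Remaining NADPH coupled via diaphorase/resazurin to fluorescence (540/590 nm); concentration-response curves normalized to no-enzyme control.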
# Vif-A3G inh – Vif-A3G binding inhibition; Q9HC16; HeLa A3G-eYFP + Vif (tagged APOBEC3G with the HIV-1 protein that degrades it), YFP fluorescence, overnight; Potency, µM (highest dose often 46.1 µM), inactives show at the top dose activity, negative = active, hits mostly inhibitors; 410,000 tested, 0.076% active; AID 602310;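 note: % is set by controls: 0 for no effect and ±100 for the full control effect; nearly all actives have a fitted effect of over 60% in size; hits raise eYFP signal because A3G escapes Vif-driven loss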
# Target sequence (Q9HC16 whole entry, looked up): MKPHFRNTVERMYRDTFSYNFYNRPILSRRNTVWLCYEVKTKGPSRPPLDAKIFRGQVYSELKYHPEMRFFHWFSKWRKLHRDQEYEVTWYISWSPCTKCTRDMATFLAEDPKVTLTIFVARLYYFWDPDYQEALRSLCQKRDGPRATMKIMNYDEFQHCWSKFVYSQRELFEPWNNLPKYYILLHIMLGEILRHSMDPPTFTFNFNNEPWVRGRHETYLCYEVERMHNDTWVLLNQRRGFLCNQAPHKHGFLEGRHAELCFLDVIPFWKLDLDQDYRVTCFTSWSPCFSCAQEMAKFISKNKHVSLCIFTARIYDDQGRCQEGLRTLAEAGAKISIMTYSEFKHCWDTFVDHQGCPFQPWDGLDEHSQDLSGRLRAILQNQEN
#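 Read-out is eYFP fluorescence (Ex 488/Em 500-530) from Vif-expressing HeLa A3G-eYFP cells; more signal means A3G escaped Vif-mediated degradation. Cells plated overnight, compound pinned in, incubated overnight at 37 deg C.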
# An asterisk follows results filed as active; ? = inconclusive; . = no result given; [ ] = dose if it differs, or a comment. Calls come from the whole dose curve; as a rule, active = well fitted curve in the direction sought with a large enough effect; inconclusive = small, poorly fitted or top-dose-only effect, or another doubt; inactive = no such curve, though single readings can be large; an effect the other way counts as inactive or inconclusive. Potency is the fitted concentration of half-maximal effect.
nr	structure	Vif-APOBEC3F blk	RXFP1 ag	rTrxR1 inhibitor	RGS4 inhibitor	12-LOX inh
1	COc1cccc(CN(CC(=O)NC2CCCC2)C(=O)CCC(=O)Nc2cc(C)on2)c1	-3%	1.1%	0%	19%	21%
2	Cn1cc(Cl)c(C(=O)OCC(=O)Nc2ccccc2)n1	0%	1.9%	0%	-9%	0%
3	O=S(=O)(NC(=NCc1ccccc1)c1ccc(F)cc1)c1ccc(Cl)cc1	4%	-0.5%	27%	5%	-6%
4	COc1nccnc1NS(=O)(=O)c1ccc(NC(=S)NC(=O)c2ccc(F)c(F)c2)cc1	2%	-0.5%	?	-31%	?
5	O=S(=O)(Nc1nc2ccccc2[nH]1)c1ccc2ccccc2c1	-1%	0.6%	20%	13%	.
6	Cc1ccc(C(=O)NC2(C(F)(F)F)NC(=O)N(c3ccc(Cl)cc3)C2=O)cc1 (configuration not stated)	-2%	-0.4%	12%	-8%	?
7	Cc1ccc2c(=O)cc(C(=O)Nc3sc4c(c3C(=O)NCc3cccnc3)CCCC4)oc2c1C	1%	2.0%	3%	1%	0%
8	CC1CC(C)CN(c2cc(N(C)CCO)c([N+](=O)[O-])c3nonc23)C1 (configuration not stated)	-2%	1.3%	14%[57.1 µM]	-9%	-13%

nr	USP1 inh	TrxR1 substrate	IDH1 R132H inh	Vif-A3G inh
1	-18%	-4%	21%	-1%
2	3%	-8%	8%	1%
3	-20%	-4%	-1%	-4%
4	-5%	1%	1%	0%
5	-20%	9%	7%	0%
6	-26%	-2%	5%	2%
7	-11%	6%	11%	0%
8	-8%	-20%	13%	3%

# Next section
nr	structure	Vif-APOBEC3F blk	RXFP1 ag	rTrxR1 inhibitor	RGS4 inhibitor	12-LOX inh
9	N#CC(C#N)=C1NC2(CCCCC2)Cc2ccccc21	2%	5.1%	33%	-33%	?
10	O=C(NC1CCS(=O)(=O)C1)c1ccccc1Cl (configuration not stated)	-1%	.	19%	5%	-4%
11	COc1ccc(NC(=O)C2CCCN(S(=O)(=O)c3c(C)[nH]c(=O)[nH]c3=O)C2)c(OC)c1 (configuration not stated)	-5%	-1.5%	-11%	-16%	-9%
12	COCCNC(=O)CN(C(=O)CCC(=O)Nc1ccccn1)c1ccccc1F	13%	1.7%	31%[57.1 µM]	5%	-11%
13	Cc1c(C(=O)N2CCCC2)c(S(=O)(=O)NCC(C)c2ccccc2)c(C)n1C (configuration not stated)	-2%	-1.6%	31%[57.1 µM]	8%[56.9 µM]	-25%
14	Cc1ccc(OC(=O)N(C)C[C@@H]2OCc3cn(nn3)CCCC(=O)N([C@@H](C)CO)C[C@H]2C)cc1	2%	.	.	.	-10%
15	COc1ccc(CCNC(=O)C2CCCN2C(=O)Nc2ccccc2)cc1OC (configuration not stated)	-1%	-1.2%	23%	-1%	-9%
16	CC[C@]1(C(=O)OC)[C@H]2C(=O)N(C)C(=O)[C@H]2[C@H]2CN=C(SCc3ccc(C)cc3)N21	1%	.	5%	1%	?

nr	USP1 inh	TrxR1 substrate	IDH1 R132H inh	Vif-A3G inh
9	-19%	1%	9%	-2%
10	-19%	8%	-13%	-7%
11	-12%	-4%	24%	3%
12	1%	5%[57.1 µM]	12%	0%
13	3%	12%[57.1 µM]	-14%	2%
14	?	.	2%	-1%
15	-5%	-4%	-5%	3%
16	-26%	1%	-6%[38.3 µM]	-6%

# Following part.
nr	structure	Vif-APOBEC3F blk	RXFP1 ag	rTrxR1 inhibitor	RGS4 inhibitor	12-LOX inh
17	Cc1cccc(NS(=O)(=O)c2cccc(C(=O)N3CCCC3)c2)c1	-14%	1.2%	-2%	-48%	-17%
18	COc1ccccc1-n1cc(CN2CCCC(CO)(Cc3cccc(Cl)c3)C2)cn1 (configuration not stated)	-17%	1.2%	20%	14%	-19%
19	OC1C2CN3CCN(C2)CC1(Cc1ccccc1)C3 (configuration not stated)	-12%	-4.4%	-8%	-5%	-16%
20	Cc1ccc(Nc2[nH]c(=O)c3ccccc3c2C(=O)c2ccccc2)cc1	6%	.	-9%[57.1 µM]	16%	.
21	CCOC(=O)c1cccc(NC(=O)CCS(=O)(=O)c2cccs2)c1	-4%	4.8%	22µM*	-25%	0%
22	Cc1ccc(/C=N/NC(=O)CSc2nnc(-c3ccccc3)n2-c2ccc(Cl)cc2)o1	9%	0.4%	-18%	-49%	-26%
23	CC(C)CN1C(=O)NC(NC(=O)c2cccs2)(C(F)(F)F)C1=O (configuration not stated)	-2%	-0.2%	11%[57.1 µM]	8%	-3%
24	O=C(NCCCCNC(=O)c1ccc(Br)s1)c1ccc(Br)s1	1%	?	18%	-5%	5%

nr	USP1 inh	TrxR1 substrate	IDH1 R132H inh	Vif-A3G inh
17	4%	-4%	0%	0%
18	-19%	2%	0%	3%
19	0%	-12%	-2%	1%
20	?	-1%[57.1 µM]	-1%	1%
21	-12%	-4%	1%	-6%
22	-14%	-13%	-2%	-1%
23	-8%	8%[57.1 µM]	3%	0%
24	-9%	6%	2%	-9%

# Additional records follow:
nr	structure	Vif-APOBEC3F blk	RXFP1 ag	rTrxR1 inhibitor	RGS4 inhibitor	12-LOX inh
25	O=C(Nc1ccccc1-c1nc2ccccc2s1)c1ccco1	1%	20%	-28%	-52%	2%
26	O=C(c1ccccc1)N1CCC(c2nc(-c3ccc(S(=O)(=O)NCC4CCCO4)cc3)no2)CC1 (configuration not stated)	-1%	-3.7%	11%	-22%	-5%
27	COc1ccc(S(=O)(=O)N(C)CC(=O)NC2CCCCC2)cc1OC	4%	1.1%	14%[57.1 µM]	21%	12%
28	COC(=O)c1c(NC(=O)CN2CCN(c3cccc(Cl)c3)CC2)sc(C)c1C	3%	1.2%	-14%[57.1 µM]	-23%	-16%
29	COC(=O)c1ccccc1S(=O)(=O)NNC(=O)c1ccccc1-n1cccc1	2%	-0.1%	4%	-9%	?
30	CC(CCN1CCOCC1)c1ccccc1 (configuration not stated)	1%	1.9%	13%	5%	?
31	CC1CN(C(=O)CSc2nc(N)cc(N)n2)CC(C)O1 (configuration not stated)	4%	-1.2%	27%	-19%	-15%
32	O=C(NNC(=O)C1CC2CCC1C2)c1sc2ccccc2c1Cl (configuration not stated)	-10%	-1.2%	5%[11.4 µM]	-16%	-5%

nr	USP1 inh	TrxR1 substrate	IDH1 R132H inh	Vif-A3G inh
25	?	4%	1%	0%
26	4%	-4%	0%	2%
27	-4%	10%	2%	-1%
28	2%	2%[57.1 µM]	3%	-4%
29	-14%	4%	5%	-5%
30	-20%	-4%	-4%	2%
31	-17%	6%	5%	0%
32	-22%	6%[11.4 µM]	4%	0%

# Compounds shown so far that contain fluorine, in the order listed:
nr	structure	Vif-APOBEC3F blk	RXFP1 ag	rTrxR1 inhibitor	RGS4 inhibitor	12-LOX inh
3	O=S(=O)(NC(=NCc1ccccc1)c1ccc(F)cc1)c1ccc(Cl)cc1	4%	-0.5%	27%	5%	-6%
4	COc1nccnc1NS(=O)(=O)c1ccc(NC(=S)NC(=O)c2ccc(F)c(F)c2)cc1	2%	-0.5%	?	-31%	?
6	Cc1ccc(C(=O)NC2(C(F)(F)F)NC(=O)N(c3ccc(Cl)cc3)C2=O)cc1 (configuration not stated)	-2%	-0.4%	12%	-8%	?
12	COCCNC(=O)CN(C(=O)CCC(=O)Nc1ccccn1)c1ccccc1F	13%	1.7%	31%[57.1 µM]	5%	-11%
23	CC(C)CN1C(=O)NC(NC(=O)c2cccs2)(C(F)(F)F)C1=O (configuration not stated)	-2%	-0.2%	11%[57.1 µM]	8%	-3%

nr	USP1 inh	TrxR1 substrate	IDH1 R132H inh	Vif-A3G inh
3	-20%	-4%	-1%	-4%
4	-5%	1%	1%	0%
6	-26%	-2%	5%	2%
12	1%	5%[57.1 µM]	12%	0%
23	-8%	8%[57.1 µM]	3%	0%

# (more compounds)
nr	structure	Vif-APOBEC3F blk	RXFP1 ag	rTrxR1 inhibitor	RGS4 inhibitor	12-LOX inh
33	CC(/C=N/NC(=O)COc1ccccc1C)=N\NC(=O)COc1ccccc1C	-11%	1.9%	28%[57.1 µM]	-3%[56.9 µM]	?
34	COc1cccc(C2C(C(=O)c3ccc(C)o3)=C(O)C(=O)N2c2cc(C)on2)c1 (configuration not stated)	5%	?	?	22%	50µM*
35	COc1ccc(S(=O)(=O)Nc2cccc(-c3ccc(N4CCCC4)nn3)c2)cc1OC	6%	2.1%	1%[57.1 µM]	-28%	-22%
36	COC(=O)c1sc(C(F)(F)F)c(-c2ccccc2)c1S(=O)(=O)N1CCOCC1	-5%	.	-5%[57.1 µM]	-13%	145%[activator]

nr	USP1 inh	TrxR1 substrate	IDH1 R132H inh	Vif-A3G inh
33	-15%	5%[57.1 µM]	0%	0%
34	-15%	-17%	-22%	-11%
35	?	-3%[57.1 µM]	3%	0%
36	-7%	-6%	4%	0%

# An excerpt, so the mix of outcomes need not match the whole.
